Screens deposited in PubChem BioAssay by several laboratories.
Ecoli viability = bacterial growth inhibition, counter-screen for AddAB inhibitors. inhibition, % at 11.9 µM. hit rate 0.27% among 330,000. E. coli V3065 growth, OD600 absorbance, 18 h;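 active means inhibition above the campaign's mean inhibition across all tested compounds plus 3 SD, cut at about 9.9% in these data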;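 further: uninfected addAB+ strain grown without phage in ampicillin broth; 0% = DMSO wells and 100% = ciprofloxacin 0.95 µg/ml wells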
PvdQ acylase = blocks Pseudomonas aeruginosa PvdQ acylase activity; purified PvdQ acylase, fluorescence plate reader; inhibition, % at 10 µM; hit rate 0.063% among 340,000; AID 488965; in the data active means inhibition above about 30%, passing the limit was not always enough;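 further: 0% = vehicle neutral wells and 100% = reference inhibitor wells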
AddAB inh = less growth of phage-infected E. coli with AddAB; E. coli expressing H. pylori AddAB, absorbance growth; inhibition, % at 11.9 µM; hit rate 0.29% among 330,000; AID 435030; in the data active means inhibition above about 12%;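 further: 0% = vehicle wells of infected cells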
CAL PDZ inh = inhibitors of human CAL PDZ peptide binding; Q9HD26; purified CAL PDZ, TMR-peptide fluorescence polarization, 1 h; inhibition, % at 20 µM; hit rate 0.02% among 330,000;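 active means highest replicate inhibition of at least 40%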;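 further: plate controls were DMSO neutral control wells for no effect and unlabeled competitor peptide control wells for full effect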
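System: purified tagged CAL PDZ domain construct (CerCALP). Schedule: 1 h incubation at room temperature before polarization reading. Medium: 25 mM sodium phosphate pH 7.4, 150 mM NaCl, TCEP, IgG, Thesit. Read-out: percent inhibition from loss of millipolarization. Measured by: FP readout, S and P plane fluorescence. Probe or stimulus: fluorescent TMR peptide probe.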
phage Ecoli inh = E. coli growth loss with phage present | growth absorbance | inhibition, % at 11.9 µM | hit rate 0.26% among 360,000 | AID 651602; in the data active means inhibition above about 11%
Tat export inh = E. coli Tat transport inhibition | E. coli MC4100 TorA-mCherry Tat export, fluorescence | inhibition, % at 10 µM | hit rate 0.036% among 340,000 | AID 488895;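 active means mean replicate inhibition at least 50% and at least half of replicates individually reaching 50%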;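 further: exported cargo escapes ClpAP degradation while cytoplasmic cargo is degraded and loses fluorescence; 0% = median of neutral control wells and 100% = median of NaSCN control wells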
Rtt109 HAT inh = inhibitors of Candida albicans Rtt109/Vps75 histone acetyltransferase. Q5AAJ8. purified Rtt109/Vps75, ThioGlo CoA-SH fluorescence, 4 h. inhibition, % at 34.9 µM. hit rate 0.16% among 330,000;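 active means inhibition of at least 50% in every replicate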
Target sequence (Q5AAJ8 whole entry, looked up): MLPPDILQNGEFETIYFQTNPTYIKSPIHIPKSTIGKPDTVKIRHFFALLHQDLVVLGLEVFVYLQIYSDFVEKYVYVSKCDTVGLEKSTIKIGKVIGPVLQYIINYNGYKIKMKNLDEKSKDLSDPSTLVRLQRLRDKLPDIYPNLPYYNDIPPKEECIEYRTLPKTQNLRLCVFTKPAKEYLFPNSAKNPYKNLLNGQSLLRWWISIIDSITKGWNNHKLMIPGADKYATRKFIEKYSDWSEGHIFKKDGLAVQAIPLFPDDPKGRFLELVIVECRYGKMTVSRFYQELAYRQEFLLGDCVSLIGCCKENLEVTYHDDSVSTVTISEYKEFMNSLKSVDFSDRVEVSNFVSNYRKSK
DAGLB inh = blocks human DAGLB lipase activity | HEK293T DAGLB membrane lysate, EnzChek fluorogenic substrate | inhibition, % at 5.17 µM | hit rate 0.059% among 340,000 | AID 504411; in the data active means inhibition above about 34%;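 further: 0% = enzyme with vehicle and 100% = wells lacking enzyme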
Target sequence (Q8NCG7 whole entry, looked up): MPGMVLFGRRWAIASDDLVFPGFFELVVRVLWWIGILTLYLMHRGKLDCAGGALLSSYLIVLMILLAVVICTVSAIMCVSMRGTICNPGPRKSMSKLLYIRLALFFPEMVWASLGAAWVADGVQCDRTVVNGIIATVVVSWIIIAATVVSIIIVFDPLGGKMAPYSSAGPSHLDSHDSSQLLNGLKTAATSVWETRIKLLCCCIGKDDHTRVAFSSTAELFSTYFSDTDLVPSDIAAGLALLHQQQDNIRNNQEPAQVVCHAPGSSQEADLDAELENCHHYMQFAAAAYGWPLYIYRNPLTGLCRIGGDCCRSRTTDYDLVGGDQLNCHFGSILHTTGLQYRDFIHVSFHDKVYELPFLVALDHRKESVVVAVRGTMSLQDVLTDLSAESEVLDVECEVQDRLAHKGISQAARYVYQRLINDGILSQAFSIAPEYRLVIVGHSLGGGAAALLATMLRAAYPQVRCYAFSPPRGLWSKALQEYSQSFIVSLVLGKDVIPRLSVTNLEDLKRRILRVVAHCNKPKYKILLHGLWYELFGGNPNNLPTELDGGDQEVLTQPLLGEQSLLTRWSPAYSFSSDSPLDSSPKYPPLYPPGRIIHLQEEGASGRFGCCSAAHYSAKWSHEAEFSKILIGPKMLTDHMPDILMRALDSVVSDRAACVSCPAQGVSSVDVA
Wnt bcat act = activates Wnt/beta-catenin signaling in a reporter cell assay; activator, plate reader; activation, % at 9.35 µM; hit rate 1.2% among 300,000; AID 743398; in the data active means activation above about 30%, passing the limit was not always enough;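 further: 0% = neutral control wells and 100% = positive control wells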
PfHsp90 set2 = reduces growth (ATP signal) of yeast expressing P. falciparum Hsp90. S. cerevisiae expressing PfHsp90, BacTiter-Glo ATP, 48 h; yeast lacking PDR1 and PDR3 efflux regulators. inhibition, % at 9.4 µM. hit rate 0.32% among 310,000. AID 504621;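 active means every replicate shows inhibition above about 80%, whatever the replicate mean, limit read from the data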;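 further: 0% = DMSO neutral controls and 100% = 20 µM radicicol positive controls; yeast relying on Plasmodium falciparum Hsp90 in place of its own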
The depositor's hits bear a star; · = not tested or not shown. An unsorted share of the library. About 1.9% of those tested had a hit in this group.

Compound	Rtt109 HAT inh	Wnt bcat act	CAL PDZ inh	AddAB inh	DAGLB inh	Ecoli viability	phage Ecoli inh	PfHsp90 set2	Tat export inh	PvdQ acylase
CC(=O)Nc1c(-c2ccccc2)nc2ncccn12	-16	-1	0.6	2.1	3	3.0	1.0	14	-6	-8
O=C(Nc1ccccc1)c1ccc2c(c1)OCCO2	1	·	-0.4	4.9	0	2.7	5.3	-11	0	-9
CCOC(=O)N1CCN(S(=O)(=O)c2ccc(C(=O)N(CCCN(C)C)c3nc4cc(OC)ccc4s3)cc2)CC1	32	3	-1.8	-0.4	0	-0.3	0.6	·	2	-17
CN(c1ccccc1)c1nc(-n2ccnc2)nc(-n2ccnc2)n1	2	·	-5.2	1.7	1	0.7	0.6	27	-6	-7
C#CCn1c(=NC(=O)CN2C(=O)CCC2=O)sc2cccc(OC)c21	2	1	-1.2	1.6	-3	0.6	1.9	-5	7	-10
CN(C(=O)c1cccc(NC(=O)Cc2cccc(NC(=O)C3CCN(C(=O)C4CCCC4)CC3)c2)c1)C1CCC1	2	-1	1.2	·	-1	·	2.0	3	9	-13
CN(C)c1cccc(C(=O)N/N=C/c2ccsc2)c1	-7	15	0.9	3.9	-5	-0.8	3.1	-25	-4	-17
CC1(C)CC(c2nc(-c3ccc(Br)cc3)cs2)CCS1 (stereo not drawn)	·	3	-1.4	-2.6	-11	-0.8	3.3	2	-1	-8
O=C(c1c(F)cccc1Cl)N1CCN(S(=O)(=O)c2ccc3c(c2)OCCCO3)CC1	7	-2	0.4	2.1	-2	-1.1	3.4	6	-1	-8
Cc1cc(=O)[nH]c(SCC(=O)N2CCCCCC2)n1	-14	·	-0.4	2.2	0	-0.7	1.4	8	-7	-10
Cc1onc(-c2c(Cl)cccc2Cl)c1/C(N)=N/OC(=O)C(C)(C)C	-5	5	-0.9	0.2	-8	1.8	4.5	-18	-8	4
CCOc1ccc(C(=O)/C=C/c2ccc(OC)c(OC)c2)cc1	-3	-2	-1.5	1.2	-1	-0.9	0.9	-40	4	-9
Cc1cc(OCc2cc(C(=O)NCC3(C)COC3)no2)cc(C)c1Cl	-5	0	-0.9	3.3	2	-0.8	-0.7	-7	1	-1
C=C(C)Cn1c(C2CC(=O)N(c3ccccc3F)C2)nc2ccccc21 (stereo not drawn)	0	-4	-1.7	-1.1	-2	-2.7	2.1	-6	-14	-7
CCCCC(=O)Nc1ccc(C)c(S(=O)(=O)N2CCCCCC2)c1	6	6	-0.9	0.6	-3	-1.6	0.6	-10	-2	5
CCOC(=O)c1cnn(CCOC(=O)c2cccs2)c1NC(=O)c1cccs1	0	·	-2.5	·	-1	·	0.2	9	-1	-5
CC(C)C(=O)N1N=C(c2ccc(NS(C)(=O)=O)cc2)CC1c1cccs1 (stereo not drawn)	-3	-2	-0.5	2.7	4	3.3	3.0	2	6	7
O=C(COC(=O)c1cc(-c2ccccc2)nc2ccccc12)Nc1ccc2c(c1)OCO2	19	0	-4.1	11	-4	-1.6	4.4	-6	-3	1
COC(=O)c1cc(S(=O)(=O)NCCc2cccc(C)c2)cn1C	26	0	-2.3	2.6	1	1.4	-0.3	8	-6	3
CN(C)c1cccc(C(=O)NNC(=O)CN2C(=O)C3CC=CCC3C2=O)c1 (stereo not drawn)	1	4	-0.3	-1.7	-2	-1.5	3.9	·	-5	-2
Cc1ccc(C(=O)NCCCNC(=O)c2ccc(Cl)cc2)cn1	9	-3	0.3	1.7	-2	-2.5	-0.1	7	-4	5
Cc1cccc(OCC(=O)NCC2CCCO2)c1C (stereo not drawn)	-6	-1	-1.1	1.8	-1	-1.4	2.5	4	4	-11
O=[N+]([O-])c1ccccc1NCc1c(O)ccc2ccccc12	-1	1	-0.5	-1.1	6	-0.5	2.1	-3	-5	5
NC(=O)[C@@H]1CCCN1C(=O)c1ccc2nc(Cc3ccccc3F)oc2c1	-10	3	-0.8	1.3	2	0.1	0.6	-17	1	-4
O=C(/C=C/Nc1ccc(Oc2ccccc2Cl)cc1)c1ccco1	1	18	-1.8	3.2	-2	-2.4	3.9	18	5	-5
CCOc1ccc(-c2cnc(N)n2C)cc1	-1	-1	-3.1	1.6	4	0.5	4.3	7	1	-11
CCOc1cc(/C=N\NC(=O)C2C(=O)NCC2c2ccccc2)ccc1OC (stereo not drawn)	-1	-1	-1.9	-0.2	2	-1.0	2.6	-29	-4	0
COc1ccc(Nc2cccc3ccccc23)cc1	-1	24	-0.1	1.5	5	-1.0	-2.9	-2	7	-13
Cc1ccc(N=C2C(=O)Nc3ccccc32)cc1C	6	0	-1.1	1.8	0	2.5	2.3	12	-9	6
CCC(C(=O)Nc1ccc(C(C)C)cc1)c1ccccc1 (stereo not drawn)	-4	-3	-0.9	-0.5	-7	0.8	3.9	6	-2	-15

Taken from above:
CCOC(=O)c1cnn(CCOC(=O)c2cccs2)c1NC(=O)c1cccs1 in DAGLB inh has -1
Cc1cc(=O)[nH]c(SCC(=O)N2CCCCCC2)n1 in phage Ecoli inh has 1.4
Cc1cccc(OCC(=O)NCC2CCCO2)c1C (stereo not drawn) in Wnt bcat act has -1

Additional structures:
Compound	Rtt109 HAT inh	Wnt bcat act	CAL PDZ inh	AddAB inh	DAGLB inh	Ecoli viability	phage Ecoli inh	PfHsp90 set2	Tat export inh	PvdQ acylase
COc1ccc(Cl)cc1S(=O)(=O)N1CCN(Cc2ccc3c(c2)OCO3)CC1	2	1	-2.4	-1.0	-3	-2.2	2.8	11	-7	-10
CCCc1nn(C)c2c(=O)[nH]c(-c3cc(S(N)(=O)=O)ccc3OCC)nc12	0	2	-1.6	·	-1	·	1.3	0	-8	-7
Cc1csc(=O)n1CCC(=O)OCC(=O)NNC(=O)c1ccc(Br)cc1	4	-7	-0.5	-0.5	-1	-0.2	1.3	-5	-3	2
O=C(c1cc2ccccc2oc1=O)N1CCN(CCc2ccccc2)CC1	-3	·	-2.3	0.3	2	-0.3	0.7	-6	1	7
COc1ccc(C(=O)O/N=C/c2c(C(F)(F)F)nn(C)c2SCc2ccccc2Cl)cc1	-6	·	0.5	-0.7	-15	-0.3	2.4	15	-5	11
COc1cccc(N2CCN(C(=O)c3ccc4nc(N5CCCCC5)sc4c3)CC2)c1	-3	27	0.6	4.6	1	1.0	1.5	5	6	2
CCN1CCc2c(sc(NC(=O)c3ccc(S(=O)(=O)N4CCCC4)cc3)c2C(=O)NC)C1	0	2	-2.7	1.0	0	-2.6	0.6	7	-3	-3
O=C(NC(=S)Nc1ccc(Cl)c(C(=O)O)c1)c1ccc(OCc2ccccc2)cc1	-9	0	-5.4	4.4	6	1.4	-0.3	23	14	-3
CC1CC(C)CN(CCC(=O)Nc2ccc(Br)cc2)C1 (stereo not drawn)	-4	-3	-0.3	0.5	-2	2.9	3.0	3	1	1
CCC(Cc1ccccc1)NS(=O)(=O)c1ccc2c(c1)NC(=O)CO2 (stereo not drawn)	10	-4	-1.0	5.4	3	2.2	0.2	-8	-2	-10
Cc1ccc(NC(=O)CN2CCc3ccccc3C2)cc1C	6	1	-0.2	0.8	-12	0.0	0.6	-10	2	-13
C=C(C)CNC(=S)NNC(=O)c1cc(C)oc1C	4	-3	0.8	3.6	0	1.0	1.9	11	-10	-7
CC(C)(Oc1ccc(Cl)cc1)C(=O)NCC(c1cccs1)N1CCOCC1 (stereo not drawn)	-4	-4	-1.5	5.5	-1	0.4	3.3	-7	2	-4
COC(=O)CNC(=O)Cc1c(C)n(C(=O)c2ccc(Cl)cc2)c2ccc(OC)cc12	10	1	-2.4	6.4	-3	0.2	2.1	2	4	-2
COc1ccc(OCC(=O)Nc2ccccc2C(=O)N2CCOCC2)cc1	-2	1	19	0.5	-2	-0.9	-0.6	-1	-3	-20
Cc1ccc(-c2nnn(CC(=O)N3c4ccccc4CCc4ccccc43)n2)cc1	-5	-5	-2.9	0.2	-5	-0.6	4.2	-47	1	-7
Cc1noc(C(=O)Nc2ccccc2C(F)(F)F)c1Cl	8	·	-0.5	1.3	-2	0.0	4.0	-2	-4	-16
COCCCC1CCN(C(=O)C2CCC(=O)N(C3CCCCCC3)C2)CC1 (stereo not drawn)	-3	-2	-2.5	·	-2	·	1.4	17	1	-8
CC(=O)Nc1ccc(NC(=O)COc2ccc(S(=O)(=O)NC(C)c3ccccc3)cc2)cc1 (stereo not drawn)	5	-2	-1.4	-0.9	3	2.4	2.4	-12	2	-3
CN1C(=O)c2ccccc2Sc2ccc(NC(=O)N3CCOCC3)cc21	11	0	-3.2	2.4	1	-3.3	2.6	·	2	-5
Clc1cccc(Cl)c1Cn1ccc(C2CC2)n1	2	9	-0.9	2.7	-6	-0.8	0.5	8	-4	-1
CCOC(=O)CSc1nc(-c2cccs2)nc2c1c(=O)n(C)c(=O)n2C	0	-2	-0.3	0.0	-2	1.3	2.1	-78	-1	-13
COc1ccc(NC(=O)COC(=O)c2ccc(OC)c(S(=O)(=O)N3CCCC3)c2)cc1OC	14	-3	0.6	1.1	0	-1.6	1.6	·	0	-16
Cc1cc(=O)oc2c1c(C)nn2-c1ccc(Cl)cc1	2	-1	-1.3	-1.8	-4	-1.8	2.3	29	3	-7
CCC(Oc1ccccc1F)C(=O)NCCCn1ccnc1 (stereo not drawn)	-3	1	-2.3	5.1	2	2.5	0.6	-6	-4	-17
COc1ccc(N(CC(=O)N2CCCC2)S(=O)(=O)c2ccc(NC(C)=O)cc2)cc1	21	-1	-1.7	4.7	-2	-0.2	0.2	11	13	3
CCC1(C)SC(NC(C)=O)=NN1C(C)=O (stereo not drawn)	-3	-7	·	1.6	-3	-1.9	1.8	-9	-7	-3
CC(C)COc1ccc(C(=O)N/C(=C\c2cccc([N+](=O)[O-])c2)C(=O)OC(C)C)cc1	-27	·	-1.3	0.8	-6	1.6	4.2	7	1	-6
Fc1ccccc1CCNc1nnnn1-c1ccccc1	-1	·	-2.2	1.1	-1	1.2	2.9	-2	0	-1
CCS(=O)(=O)N1CCC(C(=O)Oc2ccc(C(=O)OC)cc2)CC1	0	-1	-0.3	0.2	1	-3.5	3.4	1	24	-8

Gathered by group: the entries above with an aryl thioether with sulfur outside any ring.
Compound	Rtt109 HAT inh	Wnt bcat act	CAL PDZ inh	AddAB inh	DAGLB inh	Ecoli viability	phage Ecoli inh	PfHsp90 set2	Tat export inh	PvdQ acylase
Cc1cc(=O)[nH]c(SCC(=O)N2CCCCCC2)n1	-14	·	-0.4	2.2	0	-0.7	1.4	8	-7	-10
COc1ccc(C(=O)O/N=C/c2c(C(F)(F)F)nn(C)c2SCc2ccccc2Cl)cc1	-6	·	0.5	-0.7	-15	-0.3	2.4	15	-5	11
CCOC(=O)CSc1nc(-c2cccs2)nc2c1c(=O)n(C)c(=O)n2C	0	-2	-0.3	0.0	-2	1.3	2.1	-78	-1	-13
